From PubChem
Casp7 inh: allosteric or competitive inhibitors of human caspase-7. recombinant caspase-7, Ac-DEVD-AFC fluorescence rate. Potency, µM (series often up to 57.5 µM), for inactives: top-dose activity change, negative = inhibition, usual class: inhibitors. 75,000 compounds, 0.02% hits. AID 889; active = well fitted inhibition curve with a large enough effect in the main read-out, with a control signal flat, not every such curve was filed as active; inconclusive = small, poorly fitted or top-dose-only effect, or a change in a side signal; note: potency is the fitted concentration of half-maximal effect; % of control where 0% means no effect
Target sequence (P55210 24-198 limits assumed): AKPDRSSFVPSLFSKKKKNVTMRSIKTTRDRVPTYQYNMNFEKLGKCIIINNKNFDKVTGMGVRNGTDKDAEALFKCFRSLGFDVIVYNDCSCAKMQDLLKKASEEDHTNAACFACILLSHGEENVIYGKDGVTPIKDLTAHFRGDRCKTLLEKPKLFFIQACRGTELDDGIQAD
Target sequence (P55210 207-303 limits assumed): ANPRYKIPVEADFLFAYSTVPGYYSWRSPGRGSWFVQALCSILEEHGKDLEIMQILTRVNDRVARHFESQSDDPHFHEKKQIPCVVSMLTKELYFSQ
USP2a inhib: USP2a (human) protease inhibition; O75604; USP2a enzymatic assay, qHTS inhibition; Potency, µM (doses to about 38.3 µM), inactives show at the highest dose activity change, negative = inhibition, usual class: inhibitors; 60,000 compounds, 0.1% hits; AID 927;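 note: potency is the fitted concentration of half-maximal effect; nearly all actives have a fitted effect of over 60% in size; plate controls were DMSO for no effect and NEM full inhibition control for full effect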
Target sequence (O75604 whole entry, looked up): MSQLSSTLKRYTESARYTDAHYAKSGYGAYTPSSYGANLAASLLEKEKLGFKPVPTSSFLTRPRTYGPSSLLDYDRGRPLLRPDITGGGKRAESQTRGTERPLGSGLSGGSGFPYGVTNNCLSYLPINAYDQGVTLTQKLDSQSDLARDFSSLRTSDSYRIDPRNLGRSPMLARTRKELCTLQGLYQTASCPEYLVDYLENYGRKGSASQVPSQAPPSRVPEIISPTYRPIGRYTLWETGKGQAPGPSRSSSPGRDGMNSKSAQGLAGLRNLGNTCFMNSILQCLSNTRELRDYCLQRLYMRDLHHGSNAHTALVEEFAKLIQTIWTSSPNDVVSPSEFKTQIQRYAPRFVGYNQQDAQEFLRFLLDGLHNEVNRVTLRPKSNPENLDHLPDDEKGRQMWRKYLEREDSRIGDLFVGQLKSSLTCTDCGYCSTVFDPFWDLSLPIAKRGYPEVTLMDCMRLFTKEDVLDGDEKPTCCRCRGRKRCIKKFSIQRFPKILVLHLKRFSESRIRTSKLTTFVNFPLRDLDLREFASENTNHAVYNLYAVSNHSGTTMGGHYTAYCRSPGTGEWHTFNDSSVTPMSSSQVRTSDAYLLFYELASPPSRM
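USP2 core (20 nM final) was preincubated with compound for 30 min at RT in 20 mM Tris-HCl pH 8.0, 2 mM CaCl2, 2 mM beta-mercaptoethanol; Ub-PLA2 (20 nM) plus NBD C6-HPC (20 uM) then added, fluorescence read after 2.5 h.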
Casp1 inh: blocks human caspase-1 allosterically or competitively. 75,000 compounds, 0.03% hits. Potency, µM (highest dose often 57.5 µM), for inactives: top-dose activity change, negative = inhibition, actives largely listed as inhibitors. Caspase-1 enzyme, Ac-WEHD-AFC fluorogenic rate;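 note: potency is the fitted concentration of half-maximal effect; plate controls were vehicle for no effect and no substrate for full effect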
BRCT PPI green: BRCA1 BRCT-phosphoprotein interaction inhibition; BRCA1 BRCT-phosphopeptide binding, green fluorescence polarization; Potency, µM (series often up to 76.9 µM), inactives show at the highest dose activity change, negative = inhibition, actives largely listed as inhibitors; 75,000 compounds, 0.05% hits; AID 875;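 note: potency is the fitted concentration of half-maximal effect; plate controls were peptide without protein for full effect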
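Compounds were incubated for 12 min at room temperature with a complex of 100 nM fluorescein-tagged pBACH1 decapeptide and 250 nM His-tagged BRCT protein. Buffer was phosphate pH 7.3 with EDTA, DTT and Tween 20. Disruption of binding lowers the polarization signal.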
HEK293 cAMP ctrl: raises cAMP in parental HEK293 cells, TSHR agonist counter-screen. AID 938. 73,000 compounds, 2.5% hits. Potency, µM (series often up to 57.1 µM), for inactives: at the highest dose activation, most hits filed as activators. parental HEK293 CNG cAMP sensor, membrane potential fluorescence; note: potency is the fitted concentration of half-maximal effect; % of control where 0% means no effect; nearly all actives have a fitted effect of over 55% in size
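Counterscreen for endogenous-receptor signalling: CNG-channel HEK 293 cells report cAMP rise by membrane depolarization. After 60 min dye equilibration with 100 uM RO 20-1724, compounds incubated 30 min before bottom-read fluorescence at 590 nm.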
ERK AVP block: blocks ERK signaling stimulated by vasopressin | Potency, µM (doses to about 57.5 µM), without a hit: at the highest dose activity, negative = inhibition, hits mostly inhibitors | 72,000 compounds, 0.99% hits | HEK293-V1b, vasopressin-stimulated pERK AlphaScreen; note: potency is the fitted concentration of half-maximal effect; % is set by controls: 0 for no effect and ±100 for the full control effect; nearly all actives have a fitted effect of over 55% in size
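HEK293 cells stably expressing V1b receptor, seeded overnight in 1% FBS, were treated with compounds for 30 min at 37C, then stimulated 5 min with 25 nM vasopressin; phospho-ERK read by AlphaScreen SureFire after lysis.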
CRE-bla Fsk: CRE-bla signaling modulation under forskolin stimulation | CHO CRE-bla reporter (cAMP response element driving beta-lactamase), forskolin EC10, beta-lactamase ratio | Potency, µM (series often up to 38.2 µM), for the others: top-dose activity change, negative = inhibition, actives largely listed as activators | 71,000 compounds, 2.5% hits | AID 662; active = well fitted activation curve with a large enough effect in the signal ratio, with a control signal flat, not every such curve was filed as active; inconclusive = small, poorly fitted or top-dose-only effect, or effect the other way, or a change in a side signal; the % refers to the signal ratio; note: potency is the fitted concentration of half-maximal effect; % of control where 0% means no effect
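Modulation of forskolin-driven signalling is measured in CHO cells carrying a CRE-controlled beta-lactamase reporter. Cells are stimulated with EC10 NKH 477 in the presence of titrated compound for 3 h at 37 °C, then loaded with CCF4 for 2 h at room temperature.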
BRCT inh red: disrupts BRCA1 BRCT binding to phosphoprotein, red fluorophore readout | P38398 | BRCT-phosphopeptide binding, red fluorescence polarization | Potency, µM (doses to about 76.9 µM), without a hit: at the top dose activity change, negative = inhibition, hits mostly inhibitors | 75,000 compounds, 0.03% hits | AID 892; note: % is set by controls: 0 for no effect and ±100 for the full control effect
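Fluorescence polarization: 100 nM His-tagged BRCA1 BRCT with 100 nM TAMRA-labelled phospho-BACH1 decapeptide, phosphate buffer pH 7.3 with 150 mM NaCl, DTT, 0.01% Tween 20; 12 min RT. Binding inhibition seen as FP decrease.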
Tau fil binding: binders of human tau filaments | P10636 | recombinant tau filaments, thioflavin S fluorescence, 15 h; filaments grown with octadecylsulfate alongside compound | Potency, µM (titrated, usually from 57.1 µM), for the others: at the top dose activity change, negative = inhibition | 71,000 compounds, 2% hits | AID 596;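 note: potency is the fitted concentration of half-maximal effect; % is set by controls: 0 for no effect and ±100 for the full control effect; actives lower thioflavin S fluorescence by blocking filaments or displacing dye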
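ThS-based fibril read: tau 1 uM final, inducer ODS 30 uM final, 37 C for 15 h, ex 450/em 510 nm.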
A350 fluor: A350 region autofluorescence; Compound autofluorescence, 340/450 nm, Alexa 350 dye-equivalents; hits give high values; max dye-equivalent concentration, M; 59,000 compounds, 11% hits; in the data active = max dye-equivalent concentration above about 10 nM; inconclusive = mostly about 1.1 nM to 9.6 nM
Luciferase inh: firefly luciferase inhibition; Potency, µM (top dose mostly 57.1 µM), for inactives: at the top dose activity change, negative = inhibition, hits mostly inhibitors; 72,000 compounds, 2.2% hits; purified firefly luciferase, luminescence, 8 min; note: potency is the fitted concentration of half-maximal effect; % is set by controls: 0 for no effect and ±100 for the full control effect; nearly all actives have a fitted effect of over 40% in size
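Here, luciferase activity is measured as luminescence following an 8 min room-temperature reaction at 10 uM ATP, pH 7.2. Every library sample is titrated.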
* = called active by the depositor; [ ] = dose if it differs, or a comment. Unless noted, calls come from the whole dose curve; as a rule, active = well fitted curve in the direction sought with a large enough effect; inconclusive = small, poorly fitted or top-dose-only effect, or another doubt; inactive = no such curve, though single readings can be large; an effect the other way counts as inactive or inconclusive.

`CCCn1nc(C(=O)OCC(=O)c2ccc3c(c2)NC(=O)CO3)c2ccccc2c1=O` gave Casp7 inh -4%, USP2a inhib 8%, Casp1 inh 0%, BRCT PPI green -3.1%, HEK293 cAMP ctrl 25%, ERK AVP block -6%, CRE-bla Fsk inconclusive, BRCT inh red 2.1%, Tau fil binding -8%, A350 fluor inactive and Luciferase inh -1%.
Screening OC1(c2ccccc2F)CCN(Cc2nnc(-c3ccccc3)o2)CC1 returned Casp7 inh 0%, USP2a inhib 220%[activator], Casp1 inh 0%, BRCT PPI green 2.7%, HEK293 cAMP ctrl 2%, ERK AVP block -9%, CRE-bla Fsk -3%, BRCT inh red 0.9%, Tau fil binding -4%, A350 fluor inactive and Luciferase inh 3%.
Screening COc1cc2c(C)nc(C)c(C#N)c2cc1OC returned Casp7 inh -1%, USP2a inhib 7%, Casp1 inh 0%, BRCT PPI green -1.0%, HEK293 cAMP ctrl 10%, ERK AVP block -11%, CRE-bla Fsk 3%, BRCT inh red -1.2%, Tau fil binding 7%, A350 fluor inactive and Luciferase inh 1%.
COc1ccc(N(C(=O)c2ccc(Br)o2)C2C=CS(=O)(=O)C2)cc1 (stereo unspecified) was read as Casp7 inh 1%, USP2a inhib 1%, Casp1 inh -2%, BRCT PPI green 0.4%, HEK293 cAMP ctrl 1%, ERK AVP block -4%, CRE-bla Fsk 3%, BRCT inh red 0.1%, Tau fil binding -3%, A350 fluor inactive and Luciferase inh 0%.
For CC(=O)Nc1ccc(S(=O)(=O)Nc2ccc(N3CCOCC3)cc2)cc1 the results were Casp7 inh 1%, USP2a inhib 8%, Casp1 inh 2%, BRCT PPI green -3.1%, HEK293 cAMP ctrl 1%, ERK AVP block -22%, CRE-bla Fsk -7%, BRCT inh red -4.1%, Tau fil binding -1%, A350 fluor inactive and Luciferase inh -12%.
For O=C1SC(SCc2ccccc2)=N/C1=C\c1ccco1 the results were Casp7 inh -23%, USP2a inhib 22%, Casp1 inh -10%, BRCT PPI green -1.1%, HEK293 cAMP ctrl inconclusive, ERK AVP block 6%, CRE-bla Fsk -9%, BRCT inh red -4.0%, Tau fil binding inconclusive, A350 fluor inactive and Luciferase inh 3%.
For CCN(CC)c1ccc(NC(=O)CSc2nc3ccccc3c(=O)[nH]2)cc1 the results were Casp7 inh -2%, USP2a inhib 33%[activator], Casp1 inh -3%, BRCT PPI green 0.3%, HEK293 cAMP ctrl -13%, ERK AVP block -27%, CRE-bla Fsk 9%, BRCT inh red -1.1%, Tau fil binding -13%, A350 fluor inactive and Luciferase inh 0%.
`Cc1c(C(=O)Nc2ccncc2)oc2c1C(=O)CC(C)(C)C2` gave Casp7 inh 0%, USP2a inhib 2%, Casp1 inh -2%, BRCT PPI green 0.3%, HEK293 cAMP ctrl 6%, ERK AVP block -16%, CRE-bla Fsk 7%, BRCT inh red 2.0%, Tau fil binding -7%, A350 fluor inactive and Luciferase inh 2%.
Cc1ccc(S(=O)(=O)NC2=NCN(Cc3cccnc3)CN2)cc1 was read as Casp7 inh 1%, USP2a inhib 1%, Casp1 inh 1%, BRCT PPI green -2.0%, HEK293 cAMP ctrl 1%, ERK AVP block 12%, CRE-bla Fsk -10%, BRCT inh red -0.6%, Tau fil binding 2%, A350 fluor inactive and Luciferase inh 1%.
For Brc1c(CSc2nc3ccccc3o2)nc2ncccn12 the results were Casp7 inh -1%, USP2a inhib -1%, Casp1 inh -1%, BRCT PPI green -0.3%, HEK293 cAMP ctrl 17%, ERK AVP block -16%, CRE-bla Fsk inconclusive, BRCT inh red -4.0%, Tau fil binding 2%, A350 fluor 2.4e-07M* and Luciferase inh -17%.
Screening Nc1scc(-c2ccncc2)c1Cl returned Casp7 inh -9%, USP2a inhib 2%, Casp1 inh 2%, BRCT PPI green -0.5%, HEK293 cAMP ctrl -5%, ERK AVP block -2%, CRE-bla Fsk -8%, BRCT inh red 0.1%, Tau fil binding 8%, A350 fluor inactive and Luciferase inh -16%.
Screening CC(C)(C)OC(=O)N1CCC(C(=O)N2CCCCCC2)CC1 returned Casp7 inh 1%, Casp1 inh -4%, BRCT PPI green -2.4%, HEK293 cAMP ctrl -14% and BRCT inh red -0.8%.
O=C(Nc1ccc(N2CCCCC2)c(C(=O)O)c1)c1ccco1 was read as Casp7 inh 1%, USP2a inhib 2%, Casp1 inh -1%, BRCT PPI green -0.4%, HEK293 cAMP ctrl 29%, ERK AVP block -16%, CRE-bla Fsk -1%, BRCT inh red 0.3%, Tau fil binding 3%, A350 fluor inactive and Luciferase inh -1%.
CC(C)/C(=N/[N+](C)(C)C)c1ccccc1 was read as Casp7 inh 0%[11.5 µM], Casp1 inh 1%[11.5 µM], BRCT PPI green -1.6%[15.4 µM], HEK293 cAMP ctrl -4%[11.4 µM], ERK AVP block 3%[11.5 µM], CRE-bla Fsk 8%[7.6 µM], BRCT inh red -0.1%[15.4 µM], Tau fil binding 0%[11.4 µM], A350 fluor inactive and Luciferase inh 4%[11.4 µM].
Screening COc1ccc(C2CC(c3cccc(C)c3)n3ncnc3N2)cc1 (stereo unspecified) returned Casp7 inh 0%, Casp1 inh 3%, BRCT PPI green -0.3%, HEK293 cAMP ctrl 11%[11.4 µM], ERK AVP block -8%, CRE-bla Fsk -8%, BRCT inh red 0.0%, Tau fil binding 1% and Luciferase inh 0%.
For Cc1nc2cnc(N3CCOCC3)nc2n(C)c1=O the results were Casp7 inh -27%, USP2a inhib inconclusive, Casp1 inh -17%, BRCT PPI green 0.5%, HEK293 cAMP ctrl 8%, ERK AVP block -15%, CRE-bla Fsk 12%, BRCT inh red -2.3%, Tau fil binding 18%, A350 fluor inactive and Luciferase inh 0%[11.4 µM].
c1csc(-c2csc3nc(CN4CCOCC4)nc(NCc4ccc5c(c4)OCO5)c23)c1 was read as Casp7 inh -6%, USP2a inhib 7%, Casp1 inh -5%, BRCT PPI green 8.5%, HEK293 cAMP ctrl 13µM*, ERK AVP block 13%, CRE-bla Fsk inconclusive, BRCT inh red 1.5%, Tau fil binding 56%, A350 fluor inactive and Luciferase inh 0%.
CCc1cc2ccccc2nc1SCC(=O)N1CCN(C(=O)c2ccco2)CC1 was read as Casp7 inh -5%, Casp1 inh -3%, BRCT PPI green 0.9%, HEK293 cAMP ctrl inconclusive, ERK AVP block -6%, CRE-bla Fsk 6%, BRCT inh red 1.7%, Tau fil binding 12%, A350 fluor inactive and Luciferase inh 2%.
For COC(=O)c1ccc(NC(=O)C2CCCN2S(=O)(=O)c2ccc(OC)cc2)cc1 (stereo unspecified) the results were Casp7 inh -7%, USP2a inhib 15%, Casp1 inh 0%, BRCT PPI green -0.1%, HEK293 cAMP ctrl -1%, ERK AVP block -28%, CRE-bla Fsk 6%, BRCT inh red 1.9%, Tau fil binding 12%, A350 fluor inactive and Luciferase inh -1%.
COc1cc(C2c3c(oc4ccccc4c3=O)C(=O)N2c2ccc(C)cn2)ccc1O (stereo unspecified) was read as Casp7 inh -5%, Casp1 inh 0%, BRCT PPI green -4.2%, HEK293 cAMP ctrl -20%, ERK AVP block inconclusive, CRE-bla Fsk inconclusive, BRCT inh red -1.4%, Tau fil binding 13µM* and Luciferase inh -1%.
`CCN1CCN(CC(O)COc2ccc(C(C)=O)cc2)CC1` (stereo unspecified) gave Casp7 inh 1%, Casp1 inh 3%, BRCT PPI green -1.4%, HEK293 cAMP ctrl 5%, ERK AVP block -3%, CRE-bla Fsk -4%, BRCT inh red -0.6%, Tau fil binding 5% and Luciferase inh 1%.
CN1CCc2nc(SCCOc3ccccc3)c(C#N)cc2C1 was read as Casp7 inh -1%, USP2a inhib 52%[activator], Casp1 inh 4%, BRCT PPI green -4.9%, HEK293 cAMP ctrl inconclusive, ERK AVP block 4%, CRE-bla Fsk inconclusive, BRCT inh red -3.5%, Tau fil binding 68%, A350 fluor 1.3e-08M* and Luciferase inh -2%.
Screening CCCc1cc(=O)oc2cc(OCC(=O)Nc3cc(C)on3)ccc12 returned Casp7 inh -1%, USP2a inhib 5%, Casp1 inh -1%, BRCT PPI green -2.7%, HEK293 cAMP ctrl 0%, ERK AVP block -2%, CRE-bla Fsk -5%, BRCT inh red 0.0%, Tau fil binding 12%, A350 fluor 5e-07M* and Luciferase inh 0%.
Screening O=c1[nH]nc(Sc2ncnc3sccc23)n1CCc1ccccc1 returned Casp7 inh -2%, USP2a inhib 24%, Casp1 inh -1%, BRCT PPI green 0.6%, HEK293 cAMP ctrl inconclusive, ERK AVP block -21%, CRE-bla Fsk inconclusive, BRCT inh red 1.3%, Tau fil binding 4%, A350 fluor inactive and Luciferase inh -2%.

This is a random part of the collection, and some 16% of all compounds hit somewhere here.
